Assay outcomes (PubChem BioAssay)
HEK cytotox: Cytotoxic Profiling in HEK 293 Cell Line of Diverse Libraries Using Quantitative High-Throughput Screening; HEK 293 viability, ATP luminescence (CellTiter-Glo), 48-72 h; actives 6.6% (n = 94,000); Potency, µM (highest dose often 115 µM), for the others: at the top dose activity change, negative = cytotoxicity, actives largely listed as inhibitors; also: potency is read from the fitted curve at half-maximal effect; nearly all actives have a fitted effect of over 60% in size
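Pintool-delivered compounds were incubated with HEK 293 cells (250 cells/well) at 37 degree Celsius for 48 or 72 hr. ATP-dependent luminescence (CellTiter-Glo) then reported remaining viable cells.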
NIH3T3 tox: Cytotoxic Profiling in NIH 3T3 Cell Line of Diverse Libraries Using Quantitative High-Throughput Screening | NIH 3T3 viability, CellTiter-Glo ATP luminescence, 48-72 h | Potency, µM (series often up to 96.7 µM), without a hit: at the top dose activity change, negative = cytotoxicity, actives largely listed as inhibitors | actives 4.3% (n = 94,000); also: potency is read from the fitted curve at half-maximal effect; nearly all actives have a fitted effect of over 55% in size
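Mouse fibroblast NIH 3T3 cells, 400 per well, received compound via pintool and were incubated for 48 or 72 hr prior to CellTiter-Glo ATP luminescence measurement.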
SNCA expr inhib: Primary qHTS assay for inhibitors of alpha-synuclein gene (SNCA) expression; HEK-293 SNCA-luciferase knock-in, luminescence, 24 h; actives 0.17% (n = 140,000); Potency, µM (titrated, usually from 57.2 µM), for inactives: top-dose activity change, negative = inhibition, usual class: inhibitors; AID 1671194, 2021;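 also: potency is read from the fitted curve at half-maximal effect; plate controls were DMSO cells for no effect and cell-free wells for full effect; nearly all actives have a fitted effect of over 45% in size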
GPT2 inh: Primary qHTS assay for inhibitors of Glutamate pyruvate transaminase 2 (GPT2) | Alanine aminotransferase 2 (Homo sapiens), Q8TD30 | Recombinant GPT2, coupled pyruvate oxidase/HRP Amplex Red fluorescence | Potency, µM (series often up to 57.7 µM), inactives show at the top dose activity change, negative = inhibition, hits mostly inhibitors | actives 0.25% (n = 100,000); also: potency is read from the fitted curve at half-maximal effect; nearly all actives have a fitted effect of over 60% in size; many of its hits are not listed in these tables
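GPT2 10ng/uL, a-KG 250uM, L-Ala 2mM, HEPES pH7.5 + 0.0001% Tween; 30 min RT. Then Amplex mix (PO/HRP/ThPP), 30 min RT dark, fluorescence. AOA 50uM used as positive control.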
IP6K1 inhibitor: Primary qHTS assay for small molecule inhibitors of Inositol hexaphosphate kinase 1 (IP6K1). Inositol hexakisphosphate kinase 1 (Homo sapiens), Q92551. actives 0.81% (n = 140,000). activity change, % (series mostly up to about 58 µM). IP6K1 kinase, ADP-Glo luminescence, 2 h; hits give low values. AID 1645851, 2021; in the data active = activity change below about -25%
Target sequence (Q92551 whole entry, looked up): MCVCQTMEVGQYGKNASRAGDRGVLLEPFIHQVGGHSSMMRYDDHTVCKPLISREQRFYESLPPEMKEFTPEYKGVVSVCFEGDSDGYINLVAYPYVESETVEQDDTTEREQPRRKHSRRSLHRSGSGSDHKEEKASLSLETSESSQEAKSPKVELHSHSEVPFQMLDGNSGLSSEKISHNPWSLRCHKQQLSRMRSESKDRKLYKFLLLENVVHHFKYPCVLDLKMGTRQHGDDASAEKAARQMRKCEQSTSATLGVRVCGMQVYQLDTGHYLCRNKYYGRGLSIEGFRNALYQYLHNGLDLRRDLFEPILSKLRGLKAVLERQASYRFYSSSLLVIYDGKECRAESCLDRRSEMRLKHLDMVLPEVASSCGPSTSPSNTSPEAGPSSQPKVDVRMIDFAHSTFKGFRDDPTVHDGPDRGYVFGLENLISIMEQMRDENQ
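ADP-Glo luminescence measures ADP made by human IP6K1 during a 2 h RT reaction with ATP/IP6 (mix at 1.3 mM/130 uM); top library doses 57.5 and 19.1 uM final.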
HEK293 viab: GF-AFC viability counterscreen for inhibitors of alpha-synuclein gene (SNCA) expression. HEK-293-SNCA-luc viability, GF-AFC fluorescence, 24 h. Potency, µM (titrated, usually from 57.1 µM), inactives show top-dose activity change, negative = cytotoxicity, actives largely listed as cytotoxic. actives 0.12% (n = 150,000);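 also: potency is read from the fitted curve at half-maximal effect; 0% = DMSO-treated cells and -100% = medium-only wells without cells; nearly all actives have a fitted effect of over 30% in size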
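HEK-293-SNCA-luc cells (1500/well) plated 24 h, then exposed 24 h to a dilution series; GF-AFC added 30 min at 37C, fluorescence 405/540 nm; normalised to medium-only and DMSO wells, Hill fit.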
FLuc inh: Firefly luciferase inhibition profiling of diverse chemical library using quantitative high-throughput screening; Luciferin 4-monooxygenase (Photinus pyralis), P08659; purified P. pyralis luciferase, luminescence, biochemical; Potency, µM (titrated, usually from 115 µM), for inactives: at the highest dose activity change, negative = inhibition, usual class: inhibitors; actives 2.5% (n = 76,000); AID 1347043, 2019; also: potency is read from the fitted curve at half-maximal effect; nearly all actives have a fitted effect of over 65% in size
Target sequence (P08659 whole entry, looked up): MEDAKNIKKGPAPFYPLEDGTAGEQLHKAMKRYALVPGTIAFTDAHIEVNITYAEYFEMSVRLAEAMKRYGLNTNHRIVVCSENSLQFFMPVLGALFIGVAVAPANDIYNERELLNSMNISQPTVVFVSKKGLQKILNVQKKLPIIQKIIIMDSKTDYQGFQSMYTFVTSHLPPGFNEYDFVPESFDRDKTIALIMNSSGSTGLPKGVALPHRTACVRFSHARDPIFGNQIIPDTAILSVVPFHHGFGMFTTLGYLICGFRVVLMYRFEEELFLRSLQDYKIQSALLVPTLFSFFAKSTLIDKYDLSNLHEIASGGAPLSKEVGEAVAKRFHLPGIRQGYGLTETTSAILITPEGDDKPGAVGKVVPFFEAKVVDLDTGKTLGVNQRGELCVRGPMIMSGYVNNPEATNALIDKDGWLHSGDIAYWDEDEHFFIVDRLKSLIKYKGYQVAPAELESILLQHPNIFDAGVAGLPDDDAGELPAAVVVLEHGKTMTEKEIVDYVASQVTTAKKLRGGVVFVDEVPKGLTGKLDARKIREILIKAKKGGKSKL
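Cell-free enzyme assay, 10nM P. pyralis luciferase, luciferin and ATP each at 10uM. Inhibition profiled over a 6-point titration, read as luminescence.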
Numbers without * were called inactive; i = inactive; u = inconclusive; x = not tested or not shown; & = joins results of further samples; [ ] = another dose, or the depositor's remark. Unless noted, calls follow the shape of the dose curve; as a rule, active = well fitted curve in the direction sought with a large enough effect; inconclusive = small, poorly fitted or top-dose-only effect, or another doubt; inactive = no such curve, though single readings can be large; an effect the other way counts as inactive or inconclusive. Unless noted, % is scaled to controls: 0 for no effect and ±100 for the full control effect.

SMILES	HEK cytotox	NIH3T3 tox	SNCA expr inhib	GPT2 inh	IP6K1 inhibitor	HEK293 viab	FLuc inh
Oc1ccccc1CNC1(Cc2cc(-c3ccc(F)cc3)on2)COC1	100µM*	u	-8%[87.6 µM]	1%[88.5 µM]	-16	-5%[87.6 µM]	-1%[172 µM]
CN(Cc1ncc[nH]1)c1ccc(-c2nc(CCCc3ccccc3)no2)cn1	45µM*	u	148%[activator]	-12%	0	-15%	u
CC(=O)N[C@@H]1CNC[C@H]1CO	-10%	-6%	-21%	i	3	7%	-3%
CN(Cc1ccc(-c2ccccc2)cc1)C(=O)Cc1ccccn1	63µM*	u	-5%[87.6 µM]	i	-10	0%[87.6 µM]	u
COc1ccc(CCCNc2cc(C3CC(O)C3)ncn2)cc1 (centres undefined)	u	-27%	-25%	-5%	-9	-8%	4%
COc1ccccc1NC(=O)c1c(-c2ccc(C)cc2)nnc2ccccc12	x	x	56%[activator]	x	3	1%	x
CCN1CCC2(Cc3ccccc3CN(C(=O)Cc3ccc(O)cc3)C2)C1 (centres undefined)	i	i	-8%	-3%	-7	-5%	x
CC1(COc2cccnc2)COc2ccc(C(=O)N3CC[S+](=O)([O-])CC3)cc2N1 (centres undefined)	u	-15%[138 µM]	3%[87.6 µM]	1%[88.5 µM]	0	11%[87.6 µM]	-4%[172 µM]
CN(Cc1cccnc1)C(=O)CC(c1ccccc1)c1ccc(Cl)cc1 (centres undefined)	u	u	1%	-6%	9	-15%	4%
COC(=O)c1ccc(NC(=O)CSc2ccc(-c3sc(-c4ccccc4)nc3C)nn2)cc1	x	x	21%	x	1	5%	x

3 entries already listed, sorted by heavy-atom count, low to high:
SMILES	HEK cytotox	NIH3T3 tox	SNCA expr inhib	GPT2 inh	IP6K1 inhibitor	HEK293 viab	FLuc inh
COc1ccc(CCCNc2cc(C3CC(O)C3)ncn2)cc1 (centres undefined)	u	-27%	-25%	-5%	-9	-8%	4%
CN(Cc1ncc[nH]1)c1ccc(-c2nc(CCCc3ccccc3)no2)cn1	45µM*	u	148%[activator]	-12%	0	-15%	u
COC(=O)c1ccc(NC(=O)CSc2ccc(-c3sc(-c4ccccc4)nc3C)nn2)cc1	x	x	21%	x	1	5%	x

Remaining list, next part
SMILES	HEK cytotox	NIH3T3 tox	SNCA expr inhib	GPT2 inh	IP6K1 inhibitor	HEK293 viab	FLuc inh
Cc1noc([C@@H]2CN(C(=O)Cc3cccc4ccccc34)C[C@H]2CO)n1	2%	1%	1%	u	-9	0%	-1%
CCN(CC)CCNC(=O)c1ccc(NS(C)(=O)=O)cc1	x	x	15%	2%	x	3%	x
CN1C(=O)C(CC(=O)N2CCCCC2)=C2CCCCC21 (centres undefined)	-4%	-5%	-16%	4%	5	-4%	-3%
CC(=O)N1CCC(C2CCN(S(=O)(=O)c3ccccc3Cl)C2)CC1 (centres undefined)	-19%	u	9%	2%	-9	16%[12.5 µM]	-11%
Cc1ncnc(N2CCC(N3CCCC(C(=O)NCc4ccccn4)C3)CC2)c1C (centres undefined)	-1%	1%	3%	u	22	-4%	-6%
CCC(C(=O)NCc1nnc2c(-c3nc(C(C)C)no3)cccn12)c1ccccc1 (centres undefined)	1%	-3%	-6%	0%	12	3%	9%
O=C1Cc2c(-c3cccc4ccccc34)n[nH]c2CN1CCc1ccncc1	79µM*	u	-3%[87.6 µM]	-12%[88.5 µM]	16	-17%[87.6 µM]	-9%[172 µM]
C[C@H]1[C@H](C)CC[C@]2(C(=O)O)CC[C@]3(C)C(=CCC4[C@@]5(C)C[C@@H](O)[C@H](O)C(C)(C)C5CC[C@]43C)[C@H]12 (some centres undefined)	x	x	x	-3%[27.3 µM]	5	-4%[23.9 µM]	x
O=C1CC(c2ccc(F)cc2F)c2cc3c(cc2N1)OCO3 (centres undefined)	x	x	1%	x	-13	-5%	x
O=C(NCc1ccccc1Cl)c1cc(-c2ccccc2)n[nH]1	x	x	37%[activator]	x	-20	-7%	x
CC#CCn1cc2c3c(cccc31)[C@H](CC(C)C)N[C@H](C(=O)N1CCN(C(C)=O)CC1)C2	u	u	-11%[87.6 µM]	-12%[88.5 µM]	-1	2%[87.6 µM]	-4%[172 µM]
c1cc(-c2cc3c(ccn3Cc3ccncc3)c(N3CCOCC3)n2)cc(N2CCOCC2)c1	u	32µM*	13%	i	4	-6%	-6%
Cn1cnc(S(=O)(=O)N2CCCCC2c2nc(C3CC3)n[nH]2)c1 (centres undefined)	3%	2%	3%	4%	2	2%	1%
CNC(=O)[C@H](Cc1ccccc1)NC(=O)[C@H](CC(C)C)[C@H](CSc1cccs1)C(=O)NO	x	x	-22%	u	x	u	x
Cc1ccc(-c2nc(C)c(C(=O)Nc3ccc4c(c3)C(=O)N3CCC[C@H]3C(=O)N4)s2)cc1	u	-11%	19%	1%	5	2%	28µM*
CN1C(C(=O)Nc2ccccn2)=C(O)c2sccc2S1(=O)=O	x	x	-12%	0%	-2	3%	x
CCc1nc(-c2c3n(c(=O)n(CC(=O)Nc4cccc(OC)c4)c2=O)CCCCC3)no1	6%	-6%	23%	-6%	42	-2%	8%
COc1ccc(-n2cc(C(=O)N(CCN(C)C)Cc3ccccc3)c3ccccc3c2=O)cc1	x	x	-10%	x	24	-28%	x
O=C(NCc1cccc(F)c1)C1CCc2sc(C(=O)N3CCCCC3)cc2C1 (centres undefined)	u	u	-81%	-9%	8	u	-3%
COCCNC(=O)C1CCCN(c2nccc(Nc3ccc(C)cc3)n2)C1 (centres undefined)	u	u	-4%	u	11	-2%[12.5 µM]	x
COc1ccc(CN(C)C2CCCN(CCc3ccccc3)C2)c(OC)c1OC (centres undefined)	u	u	-21%	i	-1	-8%	7%
Cc1ccc(NC(=O)C(=O)NCC(c2cccnc2)N2CCOCC2)cc1 (centres undefined)	x	x	-2%	x	9	6%	x
Clc1ccc2nsnc2c1NC1=NCCN1	x	x	-21%	-9%&3%	10	1%	x
COc1cc(-c2cc3n(C)c(C)c(CCC(=O)O)c(=O)n3n2)cc(OC)c1OC	x	x	14%	x	-3	-10%	x
O=C1N[C@@H]2CCN(C(=O)c3cccs3)[C@@H]2C(=O)N1c1ccc(Oc2ccccc2)cc1	4%[172 µM]	4%[174 µM]	-29%[87.6 µM]	-1%[88.5 µM]	-6	2%[87.6 µM]	-1%[172 µM]
CC(C)n1cnnc1CC1CCCN(S(=O)(=O)c2ccc3c(c2)C(C)(C)C(=O)N3)C1 (centres undefined)	2%	-3%	1%	-1%	-2	4%	4%
O=C(Cn1cnc2c(nc3n2CCCCC3)c1=O)Nc1cccc(C(F)(F)F)c1	x	x	-2%	x	50	-2%	x
COCC(=O)Nc1ccc(-c2noc([C@@H]3CCCN3C(C)C)n2)cn1	-14%[172 µM]	-7%[174 µM]	48%[activator][87.6 µM]	i	1	-4%[87.6 µM]	0%[172 µM]
O=C(c1ccc(Br)cc1)N1CCN(c2cc(-c3ccc(Cl)cc3)[nH]n2)CC1	45µM*	40µM*	u	i	2	-4%	9%
Cc1ncc2c(c1CNC(=O)c1cccc(-c3ncc[nH]3)c1)CCNC2	2%	-6%	-16%	2%	-15	0%	-1%
CC1=NOC2(CCN(C(=O)c3ccc(C)cc3)C2)C1 (centres undefined)	5%[172 µM]	2%[138 µM]	u	1%[88.5 µM]	5	8%[87.6 µM]	-4%[172 µM]
Cn1nc(C(=O)NCc2cccc(Cl)c2)c2c1-c1ccccc1SC2	x	x	-3%	x	-10	3%	x
O=C(NCc1ccccc1)C1CCN(C(=O)c2ncn3c2COC(c2ccccc2)C3)CC1 (centres undefined)	10%	i	7%	i	6	-11%	3.2µM*
COc1cccc(C(=O)N2CCCC2C(=O)N2CCC(c3nc4ccncc4[nH]3)C2)c1 (centres undefined)	5%	-2%	-1%	-24%	17	-9%	x
CC(C)c1cc(C(=O)NCC2OCCc3ccccc32)nc2ncnn12 (centres undefined)	-20%	-19%	12%	2%	3	-6%	-7%
CN(CCc1ccccc1)Cc1cnc(S(C)(=O)=O)n1Cc1ccccc1F	u	u	u	i	-9	-2%	2%
O=S(=O)(c1ccccc1)c1nc(-c2ccc(Cl)cc2Cl)oc1N1CCCCC1	x	x	2%	x	22	-1%	x
CNC(=O)c1ccc(CN2CC3(CCN(C(C)=O)CC3)CC2C(=O)O)o1 (centres undefined)	i	5%	4%	5%	6	-19%	4%
COc1cc(NC(=O)Cn2c(-c3ccc(Cl)cc3)nc(C)c(CCO)c2=O)cc(OC)c1	u	-1%	7%	0%	0	5%	-5%
CCOc1ccccc1NC(=O)N1CCCC(Cn2cnc3cccnc32)C1 (centres undefined)	-4%	-20%	-12%	-4%	-5	-2%	-5%
COC1C(=O)N(CC2CC2)C12CCN(S(=O)(=O)C(C)C)CC2 (centres undefined)	-10%	-31%	-4%	0%	-3	u	-10%
CC(=O)c1cccc(NC(=O)C2CCN(S(=O)(=O)c3ccc4[nH]c(=O)ccc4c3)CC2)c1	x	x	15%	x	-21	7%	x

Pulled by structure from the list above:
SMILES	HEK cytotox	NIH3T3 tox	SNCA expr inhib	GPT2 inh	IP6K1 inhibitor	HEK293 viab	FLuc inh
Cn1cnc(S(=O)(=O)N2CCCCC2c2nc(C3CC3)n[nH]2)c1 (centres undefined)	3%	2%	3%	4%	2	2%	1%
O=C(NCc1cccc(F)c1)C1CCc2sc(C(=O)N3CCCCC3)cc2C1 (centres undefined)	u	u	-81%	-9%	8	u	-3%
C[C@H]1[C@H](C)CC[C@]2(C(=O)O)CC[C@]3(C)C(=CCC4[C@@]5(C)C[C@@H](O)[C@H](O)C(C)(C)C5CC[C@]43C)[C@H]12 (some centres undefined)	x	x	x	-3%[27.3 µM]	5	-4%[23.9 µM]	x
COc1cc(-c2cc3n(C)c(C)c(CCC(=O)O)c(=O)n3n2)cc(OC)c1OC	x	x	14%	x	-3	-10%	x
CC(=O)c1cccc(NC(=O)C2CCN(S(=O)(=O)c3ccc4[nH]c(=O)ccc4c3)CC2)c1	x	x	15%	x	-21	7%	x
O=C1CC(c2ccc(F)cc2F)c2cc3c(cc2N1)OCO3 (centres undefined)	x	x	1%	x	-13	-5%	x

A portion of the library; count on the stated rates, not on these rows.
